TNAP inh hiacc: blocks human TNAP under high phosphate acceptor concentration; purified TNAP, CDP-star luminescence, 1 M DEA; inhibition, % at 20 µM; 200,000 compounds, 0.03% hits; AID 1135;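 active means over 50% inhibition of tissue-nonspecific alkaline phosphatase at 20 µM in the single-dose screen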;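 further: plate controls were DMSO wells for no effect and EDTA-quenched wells as full inhibition for full effect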
Target sequence (P05186 whole entry, looked up): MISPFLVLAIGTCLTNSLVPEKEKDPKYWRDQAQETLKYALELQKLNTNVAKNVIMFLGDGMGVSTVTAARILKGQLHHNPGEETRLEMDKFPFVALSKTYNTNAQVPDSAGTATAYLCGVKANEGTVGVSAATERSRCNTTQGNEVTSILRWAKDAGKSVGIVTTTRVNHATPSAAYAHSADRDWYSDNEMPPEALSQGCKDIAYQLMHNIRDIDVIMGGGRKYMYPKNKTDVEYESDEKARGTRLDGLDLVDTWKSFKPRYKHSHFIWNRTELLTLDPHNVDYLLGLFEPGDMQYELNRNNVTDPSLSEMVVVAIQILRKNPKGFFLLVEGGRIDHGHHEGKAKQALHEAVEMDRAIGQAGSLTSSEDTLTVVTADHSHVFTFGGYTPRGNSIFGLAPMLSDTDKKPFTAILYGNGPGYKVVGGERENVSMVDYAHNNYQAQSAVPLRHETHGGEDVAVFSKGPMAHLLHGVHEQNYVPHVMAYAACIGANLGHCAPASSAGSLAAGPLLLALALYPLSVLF
Diaph act CS: activates diaphorase or chemically reduces, flagging diaphorase assay artifacts; Diaphorase/resazurin coupled assay, resorufin fluorescence, 16 min; active compounds read high; 1 = vehicle wells, 0 = NADH-free wells; activation factor at 20 µM; 190,000 compounds, 0.005% hits; AID 1229;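 active means diaphorase activity raised at least twofold by the compound at 20 µM; inactive means activation factor below 2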
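Measured by – red resorufin fluorescence at 544/590 nm excitation/emission · Test system – Clostridium kluyveri diaphorase, purified enzyme · Incubation – reaction time 16 min, room temperature · Buffer or medium – 50 mM HEPES pH 7.4 with 4.542 mM MgCl2, 0.005% Tween 20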
Diaph inh CS: counter-screen for diaphorase-based assays: diaphorase inhibitors and chemical oxidizers. inhibition, % at 20 µM. diaphorase resazurin-to-resorufin fluorescence, NADH, 16 min; bacterial (C. kluyveri) enzyme, not human. 190,000 compounds, 0.69% hits. AID 1217;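 active means primary screen inhibition at 20 µM above a set limit, cut at about 50% in these data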;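 further: plate controls were DMSO with full reaction for no effect and wells lacking NADH for full effect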
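Detection: fluorescence of resorufin formed from resazurin, Ex 544/Em 590 nm; test system: Clostridium kluyveri diaphorase enzyme; amount: 0.14 U/mL diaphorase, enzyme working solution; times: 16-min room-temperature incubation before reading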
G6PDH CS: counter-screen for G6PDH assay hits: L. mesenteroides G6PDH inhibition | Purified L. mesenteroides G6PDH, diaphorase/resazurin coupled fluorescence, 45 min | inhibition, % at 5 µM | 200,000 compounds, 0.12% hits | AID 1020; in the data active means inhibition above about 50%
FLuc stim CS: firefly luciferase counter-screen for stimulation assays | AID 1027 | activation factor at 10 µM | 200,000 tested, under 10 active | P08659 | ATPlite luciferase biochemical, luminescence, 10 min; 0 = ATP-free wells, 1 = DMSO control;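 active means luciferase activation factor, scaled between plate controls, of at least 2 with compound at 10 µM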
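Material: Luciferase/luciferin reagent mix | Doses: Test compounds dosed from 2 mM stocks in 100% DMSO | Timing: 10 min incubation after luciferase reagent addition, room temperature | Measured by: Luminescence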
Efa HMGR inh: E. faecalis class II HMG-CoA reductase inhibition; purified E. faecalis HMGR, NADPH absorbance 340 nm kinetic; inhibition, % at 10 µM; 190,000 compounds, 0.41% hits; AID 1066;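 active means inhibition above a set limit, the median over all tested compounds plus 3 SD, cut at about 9.5% in these data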;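 further: enzyme runs in reverse so mevalonate oxidation gives rising NADPH absorbance; 0% = complete reaction with DMSO and 100% = background rate lacking mevalonate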
PMI act hi M6P: activators of human phosphomannose isomerase at near-saturating mannose 6-phosphate | P34949 | coupled PMI enzyme assay, resazurin fluorescence, 20 min; active compounds read high; 1 = untreated enzyme, 0 = substrate-free blank | activation factor at 20 µM | 190,000 compounds, 0.34% hits;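 active means activation factor of 2 or more at 20 µM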
Target sequence (P34949 whole entry, looked up): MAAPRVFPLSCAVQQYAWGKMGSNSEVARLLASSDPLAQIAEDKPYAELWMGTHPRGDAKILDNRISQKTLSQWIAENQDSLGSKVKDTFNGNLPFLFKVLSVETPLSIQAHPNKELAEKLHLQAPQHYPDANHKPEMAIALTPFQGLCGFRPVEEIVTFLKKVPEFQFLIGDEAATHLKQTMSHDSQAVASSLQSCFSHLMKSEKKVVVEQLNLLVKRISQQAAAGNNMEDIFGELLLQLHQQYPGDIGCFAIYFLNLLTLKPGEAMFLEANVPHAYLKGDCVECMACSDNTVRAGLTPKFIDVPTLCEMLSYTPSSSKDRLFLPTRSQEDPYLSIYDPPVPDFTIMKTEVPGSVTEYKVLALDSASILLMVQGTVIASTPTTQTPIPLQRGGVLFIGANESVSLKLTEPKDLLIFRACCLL
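Test system: Human PMI in coupled enzyme assay | Input: 15 ng/mL PMI | Medium: HEPES-buffered pH 7.4 with magnesium and detergent | Compound: One concentration, 20 µM, in 1% DMSO | Incubation: Enzyme reaction with compound 20 min at room temperature | Detection: Diaphorase-driven resazurin-to-resorufin fluorescence, excitation 544, emission 590 nm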
PMI act: increases human mannose-6-phosphate isomerase activity; P34949; purified human PMI, coupled resazurin fluorescence, 20 min; active compounds read high; 1 = vehicle control, 0 substrate-free wells; activation factor at 20 µM; 190,000 compounds, 0.005% hits; AID 1214;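 active means activation factor of 2 or more at 20 µM, relative to plate controls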
TNAP inh no acc: TNAP (human) inhibition, acceptor-free conditions; 200,000 compounds, 0.26% hits; P05186; AID 1012; inhibition, % at 20 µM; purified TNAP, CDP-star luminescence, 30 min;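 active means tissue-nonspecific alkaline phosphatase inhibition above about 50% at 20 µM in the single-dose screen, limit read from the data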;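 further: 0% = DMSO negative control and 100% = EDTA positive control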
TNAP act hi DEA: activators of human TNAP at high phosphate acceptor concentration. activation factor at 20 µM. AID 1136. 200,000 tested, under 10 active. P05186. purified TNAP, CDP-star luminescence, 1 M DEA, 30 min; active compounds read high; 0 = EDTA background, 1 = DMSO-only activity;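 active means activation factor at least 2 at 20 µM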
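Control set: EDTA negative control, DMSO positive control / Assay system: human TNAP / Quantity: TNAP 1/800 final / Evaluation: TNAP activation factor scaled between EDTA and DMSO control wells / Measured by: luminescent substrate turnover signal / Compound dosing: one dose, 20 µM / Times: 30 min enzyme reaction at room temperature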
Active calls of the source: *; · = no result given.

SMILES	TNAP inh hiacc	Diaph act CS	Diaph inh CS	G6PDH CS	FLuc stim CS	Efa HMGR inh	PMI act hi M6P	PMI act	TNAP inh no acc	TNAP act hi DEA
Cc1ccc(S(=O)(=O)NN2C(=O)/C(=C/c3ccccn3)SC2=S)cc1	-3	0.9	8	-2	1.1	-1	1	1.1	-6	1
Cc1ccn2c(CNC(C)CCn3cccn3)c(C(=O)N3CCCCCC3)nc2c1 (stereo not drawn)	-2	1	-2	6	1	4	1	1	-10	1
O=C(NCCN1CCCC1)c1ccc(CS(=O)(=O)c2c(Cl)cccc2Cl)o1	-8	1	0	9	1.1	-5	1	1	-4	1.1
O=C(O)Cc1csc(-c2ccccc2)n1	-2	1	-2	3	1	0	1.1	1.2	-6	1
CCOC(=O)CSc1snnc1-c1ccccc1	-3	0.9	7	7	1.1	-4	1	1	-8	1
FC(F)(F)c1cccc(Cn2nnnc2-c2ccc(Cl)cc2)c1	-4	1.1	-11	12	1.1	-1	1.1	1	12	1
COc1cc(NC(=S)NCc2ccco2)cc(OC)c1	1	0.9	10	6	1	-3	0.9	0.9	0	1
Cc1ccc(S(=O)(=O)N[C@H](C(=O)Oc2ccc3c(C(F)(F)F)cc(=O)oc3c2)c2ccccc2)cc1	-2	0.8	18	-2	1.1	-2	0.9	1	-8	1
CCCCCc1ccc(OCCCC[n+]2cccc(C)c2)c(CCCCC)c1	0	1.6	-60	5	1.1	-3	1	0.9	6	1
CCC(C)Oc1nc(C)cc(C)c1S(=O)(=O)c1ccccc1C (stereo not drawn)	3	0.9	6	-1	1	1	0.9	0.9	-1	1
c1ccc(CSc2nnc3ccc(-c4ccncc4)nn23)nc1	-2	1	2	2	1	-6	1.1	1.1	-11	1
Cc1c(NC(=O)CN2C(=O)C3C4C=CC(C4)C3C2=O)c(=O)n(-c2ccccc2)n1C (stereo not drawn)	-2	0.9	13	7	1.1	-3	1	0.9	-5	1
O=C(CN1CCN(C(=O)c2ccco2)CC1)Nc1ccc(Cl)c(S(=O)(=O)N2CCOCC2)c1	-2	0.8	25	-2	1	-5	1.2	1.1	-6	1
CC1(C)CC(=O)C(C=Nc2ccc3c(c2)OCO3)=C(O)C1	-6	0.8	19	4	0.9	2	0.9	0.8	-12	1.1
O=C(CCCc1ccccc1)NCc1cn2ccsc2n1	-1	0.9	11	-15	1.1	-4	0.9	0.9	-9	1
COCCn1c(C23CC4CC(CC(C4)C2)C3)n[nH]c1=S	0	0.8	20	27	0.9	-2	0.9	0.9	12	1
CCOC(=O)c1cc(-c2ccccc2)sc1NC(=O)CSc1nncs1	-1	0.8	18	-35	1.1	-9	0.9	0.9	13	1
Cc1cc(C)n(C(=O)c2ccc(C)c(S(=O)(=O)N3CCCCC3)c2)n1	-6	1	0	6	1.1	-6	1	1.1	-4	1.1
CC1=C(C#N)C(Nc2ccc(Cl)cn2)(C(F)(F)F)C(=O)N1 (stereo not drawn)	-3	1	4	2	1	-1	0.9	0.9	-8	1
COC(=O)CS(=O)(=O)c1cc([N+](=O)[O-])ccc1NC(=O)OC	0	0.8	17	5	1	5	0.9	0.9	-6	1
CCCN(CCC)CCNS(=O)(=O)c1ccc2c(c1)CCN2C(=O)C1CCC1	-6	0.9	12	17	1	2	1.1	1.1	-23	1.1
CSc1ncccc1C(=O)OCc1ccccc1F	-6	0.9	14	-8	1	-4	1	0.9	-7	1.1
O=C(c1ccccn1)N(c1ccccc1)C1(C(=O)NC2CCCCC2)CCCCC1	-4	1	-2	-7	1.1	-2	1.1	1.1	-14	1
C=CCc1cccc2cc(C(=O)Nc3ccc(NC(C)=O)cc3)c(=O)oc12	-3	·	·	8	1	-6	·	·	-7	1

Copied from the list:
`Cc1cc(C)n(C(=O)c2ccc(C)c(S(=O)(=O)N3CCCCC3)c2)n1` in Diaph inh CS has 0
`O=C(CN1CCN(C(=O)c2ccco2)CC1)Nc1ccc(Cl)c(S(=O)(=O)N2CCOCC2)c1` in TNAP inh hiacc has -2

(list continues)
SMILES	TNAP inh hiacc	Diaph act CS	Diaph inh CS	G6PDH CS	FLuc stim CS	Efa HMGR inh	PMI act hi M6P	PMI act	TNAP inh no acc	TNAP act hi DEA
O=C1c2cccc3cccc(c23)C(=O)N1c1ccccn1	2	0.9	12	5	1	0	0.8	0.9	2	1
OC(COc1ccccc1)Cn1c2ccccc2c2ccccc21 (stereo not drawn)	-2	0.8	19	-20	1.1	-4	0.9	0.8	-12	1
CN(C)c1ccc(NS(=O)(=O)c2cc(Cl)ccc2Cl)cc1	-3	0.7	31	-2	1	1	0.7	0.8	-6	1
CCc1cccc(NC(=O)Nc2ccc3c(c2)OCO3)c1	-3	0.9	14	15	0.9	-2	0.8	0.9	-4	1
COCCNC(=O)CSc1ncnc2sc(-c3ccccc3)cc12	-2	1	2	3	1	-3	1	1.2	-5	1
Cc1ccc(NC(=O)Cc2c(C(=O)O)n(C)c3ccccc23)cc1F	-4	0.9	8	1	1.1	1	1.1	1.2	6	1
CCCOc1ccc(-c2cn3ccccc3n2)cc1[N+](=O)[O-]	2	0.9	13	6	0.2	-9	0.7	1	-3	1
C=CCn1c(SCc2nc3sc(C(=O)O)c(C)c3c(=O)[nH]2)nnc1-c1ccccc1	-5	0.8	18	-4	1.1	-3	1.2	1.4	-9	1.1
O=C1NC2(CCCc3ccccc32)C(=O)N1Cc1nnc(-c2ccccc2Br)o1 (stereo not drawn)	-6	0.8	17	5	1	-2	0.9	1	-9	1.1
COc1ccccc1CNC(=O)c1cn(C)c(=O)c2cc(OC)c(OC)cc12	-4	1.1	-13	3	1	-4	1.2	1.1	-12	1
O=C(NC1CCCC1)c1ccccc1-c1nc2ccccc2[nH]1	-2	1	-2	5	1.1	-6	1	1	-4	1
CCOc1ccccc1-c1n[nH]c(=S)o1	4	1	1	0	1	1	1.2	1.1	-9	1

In another format: results already given
molecule,TNAP inh hiacc,Diaph act CS,Diaph inh CS,G6PDH CS,FLuc stim CS,Efa HMGR inh,PMI act hi M6P,PMI act,TNAP inh no acc,TNAP act hi DEA
O=C1NC2(CCCc3ccccc32)C(=O)N1Cc1nnc(-c2ccccc2Br)o1 (stereo not drawn),-6,0.8,17,5,1,-2,0.9,1,-9,1.1
COc1ccccc1CNC(=O)c1cn(C)c(=O)c2cc(OC)c(OC)cc12,-4,1.1,-13,3,1,-4,1.2,1.1,-12,1
O=C(NC1CCCC1)c1ccccc1-c1nc2ccccc2[nH]1,-2,1,-2,5,1.1,-6,1,1,-4,1

Complete entries as entered above. Order of screens: TNAP inh hiacc	Diaph act CS	Diaph inh CS	G6PDH CS	FLuc stim CS	Efa HMGR inh	PMI act hi M6P	PMI act	TNAP inh no acc	TNAP act hi DEA
CCCCCc1ccc(OCCCC[n+]2cccc(C)c2)c(CCCCC)c1 across the screens: 0	1.6	-60	5	1.1	-3	1	0.9	6	1
CC1(C)CC(=O)C(C=Nc2ccc3c(c2)OCO3)=C(O)C1 across the screens: -6	0.8	19	4	0.9	2	0.9	0.8	-12	1.1
OC(COc1ccccc1)Cn1c2ccccc2c2ccccc21 (stereo not drawn) across the screens: -2	0.8	19	-20	1.1	-4	0.9	0.8	-12	1

Next section.
SMILES	TNAP inh hiacc	Diaph act CS	Diaph inh CS	G6PDH CS	FLuc stim CS	Efa HMGR inh	PMI act hi M6P	PMI act	TNAP inh no acc	TNAP act hi DEA
CC1(C)CN=C(N2CCN(C3=NCC(C)(C)S3)CC2)S1	-4	0.9	12	14	1.1	·	1	1	-10	1
Cc1ccc(CNC(=O)NC2CCCCC2)cc1	-6	0.9	11	2	0.8	-2	1	1	-7	1.1
CCOc1ccc(C(NC(=O)/C=C/c2ccco2)c2ccc(OC)c(OC)c2)cc1 (stereo not drawn)	-3	0.8	24	-4	1.1	-5	0.9	0.8	-12	1
CC(=O)C(Cc1ccccc1)NC(=O)CN1CCN(Cc2ccccc2)CC1 (stereo not drawn)	-6	1.1	-12	10	1	-2	1	1.1	-17	1.1
CC(c1ccccc1)n1c(SCC(=O)N2CC(=O)Nc3ccccc32)nc2ccccc2c1=O (stereo not drawn)	-6	0.7	25	-10	1.1	-8	0.9	0.8	-9	1.1
O=c1c2ccccc2ncn1-c1ccccc1C(F)(F)F	-6	0.9	13	7	1.1	-1	1	1	-12	1.1
CC(=O)NCC(=O)OCC(=O)Nc1ccc(C(C)=O)cc1	-2	1.1	-9	7	1	-2	1.1	1	-10	1
O=C1CCCCCN1Cc1ccccc1	-3	1	2	-8	1	-3	1	1	-7	1
COC(=O)C(C)Sc1nc2c(c(=O)n1-c1ccccc1)SCC2 (stereo not drawn)	-1	0.9	9	3	1	4	0.9	1	-1	1
N#Cc1ccccc1CSc1ccccn1	-4	0.9	15	-5	1.1	-6	1	0.9	-9	1
Cc1ccc(Nc2cc(-n3nc(C)cc3C)ncn2)cc1	-3	1	1	-26	1	-1	1	1	-15	1
Cn1nc(CC(=O)Nc2ccc3c(c2)OCCO3)c2ccccc2c1=O	-8	0.8	21	-17	1	0	1	0.9	-16	1.1
CCN1CCN(CC(O)COc2ccc(Cl)cc2)CC1 (stereo not drawn)	-6	0.9	9	8	1	1	1.1	0.9	-9	1.1
O=c1c2cc(NC(=S)NC3CCCC3)ccc2nc2n1CCCCC2	-4	0.9	11	0	1	1	1.1	1	-6	1
O=C(CN1C(=O)NC2(CCCCC2)C1=O)NCc1cccs1	2	0.9	7	10	1	-2	1	0.9	-10	1

Sorted by the number under TNAP inh no acc (descending): four of the compounds above.
| structure | TNAP inh hiacc | Diaph act CS | Efa HMGR inh | PMI act hi M6P | PMI act | TNAP inh no acc | TNAP act hi DEA |
| --- | --- | --- | --- | --- | --- | --- | --- |
| COC(=O)C(C)Sc1nc2c(c(=O)n1-c1ccccc1)SCC2 (stereo not drawn) | -1 | 0.9 | 4 | 0.9 | 1 | -1 | 1 |
| Cc1ccc(CNC(=O)NC2CCCCC2)cc1 | -6 | 0.9 | -2 | 1 | 1 | -7 | 1.1 |
| CC(=O)NCC(=O)OCC(=O)Nc1ccc(C(C)=O)cc1 | -2 | 1.1 | -2 | 1.1 | 1 | -10 | 1 |
| Cc1ccc(Nc2cc(-n3nc(C)cc3C)ncn2)cc1 | -3 | 1 | -1 | 1 | 1 | -15 | 1 |
